Assay outcomes: PubChem BioAssay, several laboratories
SRC1 inh = human NCOA1 inhibition | HEK293 GAL4-SRC1 luciferase reporter, luminescence | inhibition, % at 3.6 µM | 0.12% of 360,000 active | AID 588354;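 active = inhibition above the campaign mean plus 3 SD, with each screening campaign given its own cutoff, cut at about 60% in these data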;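 also: 0% = DMSO treated cells and 100% = gossypol at 36 µM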
KKLEB cytotox = reduces viability of KKLEB cystic fibrosis airway cells. KKLEB CF airway cells viability, ATPlite luminescence, overnight; active compounds read low; cells stimulated with P. aeruginosa culture filtrate. activity change (cytotoxicity), % at 5 µM. 0.36% of 360,000 active;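 active = corrected activity change at or below -50% at 5 µM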
TROY signal inh = TROY signaling inhibition; Q293 LMP1-TROYcd NF-kB luciferase reporter, 4 h; inhibition, % at 10 µM; 0.98% of 360,000 active; AID 1347056;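 active = compounds whose plate-normalised and pattern-corrected inhibition of the luciferase reporter signal at the single screening dose is 50% or more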
Shn3 inh set2 = reduces Shn3 3'UTR luciferase signal in osteoblasts; inhibition, % at 12.5 µM; 0.52% of 360,000 active; Clone20 osteoblast Shn3 3'UTR firefly luciferase, 24 h;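 active = mean inhibition of at least 75% with every replicate also reaching 75%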;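 also: 0% = median of neutral control wells and 100% = pilot-screen positive control compound; some compounds past the cut are filed as inactive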
COUP-TFII inh = blocks human COUP-TFII nuclear receptor; HEK293T NGFI-A luciferase reporter, luminescence; inhibition, % at 8.6 µM; 0.7% of 370,000 active; AID 686940;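 active = inhibition above a per-plate cutoff, mean inhibition of test wells between control levels plus 3 SD, cut at about 38% in these data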;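 also: cells cotransfected with COUP-TFII expression vector driving the NGFI-A reporter; 0% = median of COUP-TF2 test wells and 100% = reporter-only cells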
TWEAK Fn14 block = TWEAK-Fn14 signaling inhibition; TWEAK-stimulated Fn14 reporter cells, luciferase luminescence, 8 h; inhibition, % at 10 µM; 2% of 360,000 active; AID 1159606; in the data active = inhibition above about 50%
LMP1 NFkB inh = reduces LMP1-driven NF-kappaB luciferase signal; LMP1-induced NF-kappaB luciferase reporter cells, luminescence; inhibition, % at 12.5 µM; 0.69% of 350,000 active; in the data active = inhibition above about 41%;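 also: 0% = neutral control wells and 100% = reference inhibitor control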
CF NFkB block = cystic fibrosis NF-kB activation inhibition; KKLEB NF-kB-GFP reporter, PAF-induced, GFP fluorescence overnight; inhibition, % at 5 µM; 0.86% of 360,000 active; AID 588850;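 active = at least 50% inhibition at 5 µM, scaled per plate between neutral and stimulator controls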;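 also: PAF is a Pseudomonas aeruginosa culture filtrate used as stimulus; plate controls were PAF-stimulated DMSO wells for no effect and unstimulated DMSO wells for full effect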
SRC3 inh = inhibitors of human steroid receptor coactivator 3 (SRC3); 0.17% of 360,000 active; AID 588352; HEK293 GAL4-SRC3 luciferase reporter, luminescence; inhibition, % at 3.6 µM; Q9Y6Q9;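 active = inhibition above a per-campaign cutoff, the mean of all compounds plus 3 SD, cut at about 60% in these data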;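 also: 0% = DMSO-treated cells and 100% = gossypol-treated cells at 36 µM; higher means less SRC3-driven luciferase light from the GAL4 reporter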
TRAIL sens C8 = caspase-8 TRAIL sensitization | 1% of 360,000 active | inhibition (viability loss, TRAIL sensitization), % at 10 µM | NB7+C8 cells + TRAIL, ATPlite viability luminescence;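 active = compounds causing at least 50% loss of cell viability in the single-dose screen, relative to plate controls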
LRH-1 inv ag = inverse agonists of human LRH-1 (NR5A2). 0.13% of 360,000 active. HEK293T StAR-luciferase reporter, LRH-1 transfected, 24 h. inhibition, % at 3.6 µM. O00482;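 active = inhibition above the mean inhibition of all tested compounds plus 3 SD, cut at about 73% in these data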;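 also: 0% = DMSO wells and 100% = reporter-only cells lacking LRH-1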
Target sequence (O00482 whole entry, looked up): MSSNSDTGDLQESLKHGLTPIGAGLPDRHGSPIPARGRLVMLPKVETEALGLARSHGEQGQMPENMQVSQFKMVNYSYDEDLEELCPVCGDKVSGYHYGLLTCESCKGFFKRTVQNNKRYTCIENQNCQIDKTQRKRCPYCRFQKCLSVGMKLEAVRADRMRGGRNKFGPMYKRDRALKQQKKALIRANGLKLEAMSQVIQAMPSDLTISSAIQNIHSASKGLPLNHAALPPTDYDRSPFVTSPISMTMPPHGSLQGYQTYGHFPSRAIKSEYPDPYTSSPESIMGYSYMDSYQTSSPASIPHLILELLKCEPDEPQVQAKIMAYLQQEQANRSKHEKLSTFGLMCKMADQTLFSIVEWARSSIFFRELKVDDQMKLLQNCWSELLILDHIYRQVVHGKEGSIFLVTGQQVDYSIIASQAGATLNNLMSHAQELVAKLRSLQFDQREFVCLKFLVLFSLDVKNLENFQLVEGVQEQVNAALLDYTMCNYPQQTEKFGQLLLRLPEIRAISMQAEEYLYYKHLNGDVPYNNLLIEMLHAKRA
Starred values were filed as active, the others as inactive; . = no result given.

smiles	SRC1 inh	KKLEB cytotox	TROY signal inh	Shn3 inh set2	COUP-TFII inh	TWEAK Fn14 block	LMP1 NFkB inh	CF NFkB block	SRC3 inh	TRAIL sens C8	LRH-1 inv ag
O=C(COc1ccccc1)NC1=NCCS1	-42	8	28	-61	-1	37	-18	4	-16	-5	-10
CCc1ccc(Nc2oc(C)cc(=O)c2C(C)=O)cc1	-4	2	-7	2	-2	-10	-8	-1	-47	2	-14
CCOc1ccc2nc(SC(C)C(N)=O)[nH]c2c1 (stereo not given)	-11	-14	-17	-33	0	-15	-9	11	-9	-12	-4
COCCCNC(=O)Cn1cnc2sc(C)c(S(=O)(=O)N3CCN(c4ccccc4OC)CC3)c2c1=O	-10	-7	-9	19	10	13	-4	10	1	-1	-2
Cc1ccc(NC(=S)c2ccncc2)c(C)c1	5	0	19	13	-12	44	-3	9	13	-3	-1
Cn1c(SCC(=O)NNC(=O)c2ccc(Br)cc2)nnc1-c1cccnc1	-8	7	5	1	9	-2	5	3	15	-1	3
CC1CCCN(C(=O)COC(=O)C2=COCCO2)C1 (stereo not given)	-29	-9	-19	-46	0	4	-7	11	-31	0	-27
CN(CCc1ccccc1)C(=O)c1ccc(NC(=O)Cc2ccc(NC(=O)C3CCN(C(=O)CCc4ccccc4)CC3)cc2)cc1	13	15	32	53	29	55*	5	-6	6	19	8
CCCCCC(=O)Nc1nc(C)c(-c2csc(Nc3ccc(Cl)cc3)n2)s1	0	-2	-2	16	-4	9	2	-14	-12	-22	-8
O=C(COC(=O)c1ccc2c(c1)OCO2)Nc1cccc(F)c1	-17	-8	-9	6	-8	0	38	-7	19	3	7
CCOc1ncccc1C(=O)OCc1cn2cc(Cl)ccc2n1	14	-7	0	-15	-14	-5	-3	14	11	-6	-8
CCOc1ccc(C(=O)Nc2ccccc2C#N)cc1[N+](=O)[O-]	-45	-11	-15	11	25	10	2	11	0	-10	16
CC1(C)N=C(c2ccc(Cl)cc2Cl)C(=O)N1	-10	7	-14	-6	-23	5	2	1	7	-5	20
CCOc1ccccc1N1C(=O)c2ccc(C(=O)Nc3cccnc3)cc2C1=O	-3	5	7	-5	4	11	-6	7	-13	-11	-12
Cc1ccc(C)c(NS(=O)(=O)c2cc(C(=O)NCC3CCCO3)ccc2C)c1 (stereo not given)	-104	-11	-6	8	-8	13	7	21	11	10	0
Cc1ccc(SCC2=NN(c3nc(C)cc(C)n3)C(=O)C2)cc1	-30	1	5	59	12	4	-1	-15	-1	6	0
CCOC(=O)Cn1nnc(-c2cc(OC)c(OC)c(OC)c2)n1	-5	1	5	-6	-8	-9	2	-2	14	4	11
COc1ccc(C(=O)Cn2c3ccccc3n3nc(CCC(=O)O)c(=O)nc23)cc1OC	-16	-13	9	0	3	-14	-5	-14	8	-14	-7
COc1ccc(/C=C/C(=O)c2c(C)cc(C)[nH]c2=O)c2ccccc12	-5	-4	13	-28	27	11	11	9	-3	-11	20
COc1cccc(CCNC(=O)C2CCC(=O)N(Cc3cccc(OC)c3)C2)c1 (stereo not given)	-1	0	1	0	2	0	11	-8	-10	7	-11
Cc1cccc(C)c1-n1nnnc1C1(C)CCC(=O)N1CCOc1ccccc1 (stereo not given)	.	.	-13	.	10	0	.	.	.	-4	23
COc1ccc(C2NC(=O)NC(C)=C2C(=O)OC2CCCCC2)cc1 (stereo not given)	-6	-22	6	-1	7	-5	-4	23	-4	4	5
CCOc1ccc(-n2ccnc(SCC(=O)Nc3ccc(CC)cc3)c2=O)cc1	-15	-6	-15	6	13	-3	0	-65	-34	16	21
CNC(=S)N1CCC(Cc2ccccc2)CC1	-4	-7	-15	-10	-12	8	10	4	-4	-8	-4
Cc1ccc(C(=O)CCC(=O)OCC(=O)Nc2ccc3[nH]c(=O)[nH]c3c2)cc1	-25	5	-3	-2	16	-6	-12	13	-5	-10	0
COc1cccc(NC(=O)CN(C)CC(=O)Nc2ccc(C)c(S(=O)(=O)N3CCOCC3)c2)c1	2	2	12	1	-9	-10	1	-18	-6	10	11
O=C1SC(c2ccccc2)=C/C1=C\N1CCCCC1	4	6	11	-3	-18	7	-1	9	-28	-18	2
NNC(=O)C12CC3CC(C1)CC(n1ncnn1)(C3)C2	-1	5	2	22	-5	-9	6	16	9	-3	13
O=C(Oc1ccc(-c2nnco2)cc1)c1ccc(Br)o1	-2	6	5	-2	1	-5	3	-1	9	-12	-1
CC(=O)Nc1ccc(S(=O)(=O)N2CCN(C(=O)Cc3ccccc3)CC2)cc1	0	-1	-19	9	-2	-5	-3	-6	13	-4	10
Nc1[nH]c(=O)[nH]c(=O)c1N=Nc1cccc(Cl)c1	-1	10	-26	11	7	0	0	-26	3	12	-20
O=C(c1ccccc1)c1ccc(C(=O)N2CCOCC2)cc1	-23	-3	18	-7	2	-12	7	-2	-4	-9	12
CCC1CCc2sc(C(=O)N3CCN(c4ccccn4)CC3)cc2C1 (stereo not given)	-3	3	21	-22	20	-19	3	-1	5	22	-32
CS(=O)(=O)c1cccc(C(=O)Nc2ccc3c(c2)OCCCO3)c1	-78	-13	10	-47	-24	14	-11	-4	-40	11	-56
CC(=O)CC(C)(C)NC(C)=S	2	-6	-18	-6	17	-3	0	-1	3	-1	11
COc1ccc(NC2c3ccccc3C(=O)N2Cc2ccco2)cc1OC (stereo not given)	-42	-5	-11	67	-8	17	-7	0	0	3	4
O=C(Cn1c(C2CC2)nc2ccccc2c1=O)Nc1ccc(Br)cc1	1	5	8	-47	-2	-2	-2	-2	-4	21	12
O=C(c1ccco1)N1CCN(c2ncnc3c2[nH]c2ccc(Br)cc23)CC1	0	3	20	27	10	18	30	-42	-27	6	8
CCC(NC(=O)CSc1nnnn1C1CC1)c1ccc(Br)cc1 (stereo not given)	5	11	-3	-5	1	14	3	12	0	0	20
O=C(Nc1cc(-c2ccccc2)sc1C(=O)O)c1cccc(F)c1	6	-13	29	7	-3	4	-1	24	1	10	-36
COc1ccc(C(C(=O)NC2CCCCC2)N(Cc2ccco2)C(=O)c2snc(C(N)=O)c2N)cc1 (stereo not given)	14	-14	18	8	-8	20	-26	8	14	-7	13
CS(=O)(=O)N(CC(=O)Nc1ccc(F)cc1)C1CCCCC1	-5	-1	-2	13	-17	11	1	-6	19	-5	-10
COc1cc(OC)cc(C(=O)N[C@H](C(=O)NCCc2ccc(S(N)(=O)=O)cc2)C(C)C)c1	-6	6	5	-51	-1	6	4	-11	6	-14	-13
CCOC(=O)N1CCc2c(sc(NC(=O)CCS(=O)(=O)c3ccccc3)c2C(N)=O)C1	-5	-9	0	-13	-8	10	1	-4	-6	-3	10
C/C(=N\NC(=O)c1cccc([N+](=O)[O-])c1)c1cccs1	-99	-10	-32	-36	11	-16	-5	4	-21	10	17
O=C(NCCS(=O)(=O)N1CCN(c2ccc(F)cc2)CC1)C12CC3CC(CC(C3)C1)C2	12	-2	12	8	3	2	9	12	20	13	0
NC(=O)c1ccccc1NS(=O)(=O)Cc1ccc(Cl)cc1	-26	7	4	20	-3	-18	4	-13	1	1	1
COc1cccc(C(=O)N2CCC2(C)C(=O)O)c1 (stereo not given)	7	1	2	-4	-6	-22	.	-22	-5	-7	12
CC(C)CCSc1nc2[nH]ncc2c(=O)[nH]1	-29	-8	-17	-6	-11	-9	5	8	7	-7	-5
C=C(C)COc1ccc2c(C)c(CC(=O)N3C[C@H]4C[C@@H](C3)c3cccc(=O)n3C4)c(=O)oc2c1	1	6	-13	2	8	4	-4	-12	9	-4	22
CC(=O)C1=C(O)C(=O)N(Cc2ccco2)C1c1ccccc1F (stereo not given)	4	-2	5	3	-6	3	4	-4	9	1	1
O=C(/C=C/c1ccccc1)N/C(=C/c1ccccc1)C(=O)Nc1ccccc1O	-12	-22	-49	-69	-4	-1	-5	3	-7	10	-24
COC(=O)c1ccccc1NC(=O)c1cc(-c2ccc(C)cc2)on1	-15	6	-30	-31	.	20	5	-5	15	-17	-17
COc1ccc(S(=O)(=O)N2CCN(C(=O)NC3CCCCC3)CC2)cc1OC	3	2	-5	-8	0	-1	8	6	-7	-15	13
CC(=O)Nc1ccc(/C=N/NC(=O)CNS(=O)(=O)c2ccccc2)cc1	9	0	4	-6	11	-8	13	-16	11	-3	-10
O=C(Nc1ccncc1)c1ccc(Cl)c(S(=O)(=O)N2CCCC2)c1	-3	2	21	69	46*	6	20	-4	10	22	24
CC1=C(C(=O)OCC(C)C)C(c2ccsc2)NC(=O)N1 (stereo not given)	2	3	6	8	0	-9	6	8	9	-28	-12
COc1ccc(CNCc2cccc(OC)c2OC)cc1Br	8	-12	-14	-1	-5	-7	5	-1	9	-8	6

Only part of the results is shown, so the mix of outcomes need not match the whole.
